HepG2 tox: qHTS for Inhibitors of TGF-b: Cytotox Counterscreen. HepG2 CAGA-GFP viability, ATP luminescence, 18 h. hit rate 0.76% among 410,000. Potency, µM (titrated, usually from 46.1 µM), inactives show at the highest dose activity change, negative = cytotoxicity, most hits filed as cytotoxic; further: potency means the concentration at half of the fitted maximal effect; some results filed as inactive show a strong effect at the top dose
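HepG2 CAGA-GFP cells (1000/well, DMEM with 1% FBS) received compound, then TGF-beta at 500 pg/mL final, and were incubated 18 hours at 37 degrees C. Viability was read by CellTiter-Glo luminescence. Media-only wells were set as complete cell-killing and DMSO as no toxicity.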
Akt phos inh: HTS Assay for Inhibitors of Akt Phophorylation: Primary Screen | Neuro2A IGF-stimulated pAkt S473 HTRF, 20 min; hits give low values | activity change, % for hits at 50 µM | hit rate 0.32% among 360,000; in the data active means activity change below about -80%; inconclusive means mostly about -51% to -80%; further: on the % scale 0 is the no-effect control and ±100 the full control effect
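Neuro2A cells in DMEM with 0.5% FBS, overnight at 37 deg C, given compound at single 50 µM final, then IGF (6 nM final) for 20 min at 37 deg C. Lysed; phospho-Akt Ser473 by HTRF after 24 h, 665/615 ratio.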
TGFb inhibitor: qHTS for Inhibitors of TGF-b | HepG2 CAGA-GFP TGF-b/SMAD3 reporter, GFP fluorescence, 18 h; TGF-beta stimulated, 500 pg/mL final | Potency, µM (doses to about 46.1 µM), without a hit: at the highest dose activity, negative = inhibition, most hits filed as inhibitors | hit rate 1.2% among 410,000 | AID 588855, 2011; further: potency means the concentration at half of the fitted maximal effect; on the % scale 0 is the no-effect control and ±100 the full control effect; nearly all actives have a fitted effect of over 65% in size
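TGF-beta reporter screen: HEPG2 CAGA-GFP, 1% FBS, 500 pg/mL TGF-beta final, 18 h; per-cell GFP summed per well; curves fitted and categorized by class.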
ATXN viability: Viability Counterscreen for Primary qHTS for Inhibitors of ATXN expression; hit rate 0.49% among 400,000; Potency, µM (series often up to 56.7 µM), hits mostly cytotoxic; AID 651635, 2014; S2 cells (HEK-293 line with an ATXN2-luciferase reporter) viability, CellTiter-Fluor protease fluorescence, 24 h; further: potency means the concentration at half of the fitted maximal effect; nearly all actives have a fitted effect of over 40% in size
Nrf2 inh: Nrf2 qHTS screen for inhibitors; A549 ARE-Fluc reporter, luciferase luminescence, 18-24 h; AID 504444, 2011; hit rate 2.1% among 360,000; Potency, µM (top dose mostly 46 µM), inactives show at the highest dose activity change, negative = inhibition, usual class: inhibitors; further: potency means the concentration at half of the fitted maximal effect; on the % scale 0 is the no-effect control and ±100 the full control effect; nearly all actives have a fitted effect of over 60% in size
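Cells were seeded and rested 2 h, then exposed to compounds for 18-24 h. CellTiter-Fluor was read first as a viability measure. BugLite was added 15 min before the final luminescent read of ARE-luciferase activity in A549 cells.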
CCT modulator: High-Throughput Screening for Modulators of Cytosolic Chaperonin Activity | purified chaperonin ATPase assay, HTRF ADP detection, 30 min | activity change, % (test concentration not listed), hits read low | hit rate 0.3% among 360,000; in the data active means activity change below about -30%; further: on the % scale 0 is the no-effect control and ±100 the full control effect
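We incubate TRiC, 40 or 20 nM final, with library compounds at 76 uM and 10 uM ATP for 30 min at 37 °C. ADP formed is detected with Transcreener HTRF reagents after 30 min at room temperature.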
A549 tox: Nrf2 qHTS screen for inhibitors: counterscreen for cytotoxicity; Potency, µM (doses to about 46 µM), for inactives: at the top dose activity change, negative = cytotoxicity, most hits filed as inhibitors; hit rate 0.16% among 390,000; A549 ARE-Fluc cells, CellTiter-Fluor viability, 18-24 h; AID 504648, 2011; further: potency means the concentration at half of the fitted maximal effect; on the % scale 0 is the no-effect control and ±100 the full control effect
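Cytotoxicity counterscreen: CellTiter-Fluor fluorescence was measured in A549 ARE_Fluc cells after 18-24 h of compound exposure in a concentration series. The subsequent BugLite luminescent read reports ARE-luciferase activity.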
MmCpn inh: Inhibitors of TCP-1 ring complex (TRiC) of Methanococcus maripaludis (MmCpn): qHTS | purified Mm-Cpn ATPase, ADP Transcreener TR-FRET | Chaperonin Mm-Cpn (Methanococcus maripaludis) | Potency, µM (titrated, usually from 76.9 µM), for the others: at the top dose activity, negative = inhibition, hits mostly inhibitors | hit rate 0.031% among 330,000; further: potency means the concentration at half of the fitted maximal effect; on the % scale 0 is the no-effect control and ±100 the full control effect; nearly all actives have a fitted effect of over 80% in size
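ATPase turnover read by TR-FRET ADP competition (Eu cryptate antibody/ADP-d2, 665/590 nm): 10uM ATP final, 25nM Mm-CPN final, 30 min 37degC after 10-min compound preincubation, pH 7.4 Tris/KCl/MgCl2/DTT buffer.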
Nrf2 ARE act: qHTS of Nrf2 Activators; AREc32 ARE-luciferase reporter (MCF7-derived line), luminescence, 24 h; AID 624171, 2012; Potency, µM (top dose mostly 46.1 µM), inactives show at the top dose activation, usual class: activators; hit rate 0.31% among 410,000; further: potency means the concentration at half of the fitted maximal effect; % of control where 0% means no effect; nearly all actives have a fitted effect of over 65% in size
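Quantitative high-throughput format: AREc32 reporter cells, 1000 per well, received compound by pin transfer and were incubated 24 hr at 37 deg C, 5% CO2, before Steady-Glo luminescence detection.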
An asterisk follows results filed as active; & = joins results of further samples. Unless noted, the call rests on the fitted dose curve; in most records, active means well fitted curve in the direction sought with a large enough effect; inconclusive means small, poorly fitted or top-dose-only effect, or another doubt; inactive means no such curve, though single readings can be large; an effect the other way counts as inactive or inconclusive.

What do the screens show for `CCC(c1nnnn1C1CCCCC1)N(Cc1ccco1)Cc1cc2ccc(OC)cc2[nH]c1=O` (stereo unspecified)?
HepG2 tox: 6.4%; Akt phos inh: inactive; TGFb inhibitor: inconclusive; ATXN viability: inconclusive; Nrf2 inh: 23.1µM*; CCT modulator: -1.0; A549 tox: inconclusive; MmCpn inh: -2.7%; Nrf2 ARE act: 2.1%

How did CN(C(=O)C1CCCN(c2ncnc3c2nc2n3CCCCC2)C1)c1cccc(Cl)c1 (stereo unspecified) do in these assays?
HepG2 tox: -22.7%; Akt phos inh: inactive; TGFb inhibitor: inconclusive; ATXN viability: inactive; Nrf2 inh: inconclusive; CCT modulator: 1.5; A549 tox: -0.7%; MmCpn inh: 1.7%; Nrf2 ARE act: -0.7%

Results for Cc1cc(C)cc(NC(=O)c2cc(S(=O)(=O)N3CCCC3)cn2C)c1 ?
HepG2 tox: 1.3%; Akt phos inh: inactive; TGFb inhibitor: 8.2%; ATXN viability: inactive; Nrf2 inh: -15.8%; CCT modulator: 0.4; A549 tox: 25.7%; MmCpn inh: 2.6%; Nrf2 ARE act: -0.5%

How did Cc1ccccc1Nc1c2c(nc3nncn13)CCC2 do in these assays?
HepG2 tox: 7.6%; TGFb inhibitor: -0.9%; Nrf2 inh: 2.5%; A549 tox: -0.2%; Nrf2 ARE act: 0.5%

Results for CC(C)CC(NC(=O)CCl)c1ccccc1 (stereo unspecified) ?
HepG2 tox: -3.2%; Akt phos inh: inactive; TGFb inhibitor: -2.8%; ATXN viability: inactive; Nrf2 inh: 9.3%; CCT modulator: 0.6; A549 tox: -0.4%; MmCpn inh: -1.5%; Nrf2 ARE act: 5.0%

Results for OCC1(CCOc2ccccc2)CCN(Cc2cn[nH]c2-c2ccc(F)cc2)CC1 ?
HepG2 tox: -33.2%; Akt phos inh: inactive; TGFb inhibitor: inconclusive; ATXN viability: inactive; Nrf2 inh: -2.2%; CCT modulator: -1.4; A549 tox: -9.9%; MmCpn inh: 0.6%; Nrf2 ARE act: 3.7%

What do the screens show for `COc1ccc(C)cc1S(=O)(=O)NCC(c1ccc(N(C)C)cc1)N1CCc2ccccc21` (stereo unspecified)?
HepG2 tox: -11.4%; TGFb inhibitor: -28.4%; ATXN viability: inactive; A549 tox: 7.0%; Nrf2 ARE act: 1.2%

How did COc1cccc(-c2cccc(NC(=O)C3CCN(C4CCC4)CC3)c2)c1 do in these assays?
HepG2 tox: 8.2%; Akt phos inh: inactive; TGFb inhibitor: -0.4%; ATXN viability: inactive; Nrf2 inh: 4.0%; CCT modulator: 0.9; A549 tox: -1.5%; MmCpn inh: -0.7%; Nrf2 ARE act: -0.2%

Results for Cn1c(N)c(C(=O)COC(=O)c2ccnc3ccccc23)c(=O)n(C)c1=O ?
HepG2 tox: -15.0%; Akt phos inh: inactive; TGFb inhibitor: -16.0%; ATXN viability: inactive; Nrf2 inh: 5.0%; CCT modulator: 1.8; A549 tox: 1.9%; MmCpn inh: -22.7%; Nrf2 ARE act: 0.6%

How did CCN(CC)c1ccc2cc(C(=O)NNC(=O)c3ccc(S(=O)(=O)N4CCCCC4)cc3)c(=O)oc2c1 do in these assays?
HepG2 tox: 4.9%; Akt phos inh: inactive; TGFb inhibitor: -3.4%; Nrf2 inh: 9.1%; CCT modulator: -19.3; A549 tox: 7.4%; MmCpn inh: -1.9%; Nrf2 ARE act: -0.8%

How did COc1cc(O)c(C(CC(=O)N2CCN(c3ccccc3)CC2)c2ccc(N(C)C)cc2)c(OC)c1 (stereo unspecified) do in these assays?
HepG2 tox: -1.1%&-4.0%; Akt phos inh: inactive; TGFb inhibitor: inconclusive; ATXN viability: inactive; Nrf2 inh: inconclusive; CCT modulator: -2.4; A549 tox: inconclusive; MmCpn inh: -0.5%; Nrf2 ARE act: -0.6%

Results for COC(=O)c1ccccc1NC(=O)CCc1c(C)nc2cc(-c3ccc(Cl)cc3)nn2c1C ?
HepG2 tox: -2.0%; TGFb inhibitor: 1.3%; ATXN viability: inactive; Nrf2 inh: inconclusive; A549 tox: 3.7%; Nrf2 ARE act: -3.0%

Results for O=C(CSc1nncs1)NC1CCCCCCC1 ?
HepG2 tox: -4.7%; Akt phos inh: inactive; TGFb inhibitor: 6.4%; ATXN viability: inactive; Nrf2 inh: 17.7%; CCT modulator: 1.1; A549 tox: -1.5%; MmCpn inh: 1.2%; Nrf2 ARE act: 0.4%

What do the screens show for `CC(=O)N1CCN(C(=S)c2ccc(Cl)cc2)CC1`?
HepG2 tox: 9.6%; Akt phos inh: inactive; TGFb inhibitor: 4.3%; ATXN viability: inconclusive; Nrf2 inh: 4.9%; CCT modulator: 0.2; A549 tox: -4.9%; MmCpn inh: 1.9%; Nrf2 ARE act: -0.2%

What do the screens show for `COC(=O)c1sccc1NS(=O)(=O)c1ccc(F)cc1F`?
HepG2 tox: -1.7%; Akt phos inh: inactive; TGFb inhibitor: -2.6%; ATXN viability: inactive; Nrf2 inh: inconclusive; CCT modulator: 0.4; A549 tox: -0.9%; MmCpn inh: 0.6%; Nrf2 ARE act: -0.2%

What do the screens show for `CC(C)c1nc(-c2ccccc2)c(-c2ccccc2)[nH]1`?
HepG2 tox: 0.9%; Akt phos inh: inactive; TGFb inhibitor: -0.7%; ATXN viability: inactive; CCT modulator: -1.4; A549 tox: -16.1%; MmCpn inh: -1.7%; Nrf2 ARE act: -0.1%

How did Cc1cc(C)cc(Nc2cc(=O)n(C3CCCCC3)c(=O)[nH]2)c1 do in these assays?
HepG2 tox: -3.1%; Akt phos inh: inactive; TGFb inhibitor: 0.0%; ATXN viability: inactive; Nrf2 inh: inconclusive; CCT modulator: -0.5; A549 tox: inconclusive; MmCpn inh: -0.5%; Nrf2 ARE act: -1.5%

Results for CS(=O)(=O)Nc1cccc(C2=NN(C(=O)c3ccco3)C(c3cccs3)C2)c1 (stereo unspecified) ?
HepG2 tox: 5.1%; Akt phos inh: inactive; TGFb inhibitor: -18.2%; ATXN viability: inconclusive; Nrf2 inh: inconclusive; CCT modulator: -2.0; A549 tox: -8.8%; MmCpn inh: 2.9%; Nrf2 ARE act: 3.7%

How did CCOC(=O)c1cc(-c2ccccc2)nc2nc(N(CC)CC)sc12 do in these assays?
HepG2 tox: -6.4%; Akt phos inh: inactive; TGFb inhibitor: 4.6%; ATXN viability: inactive; Nrf2 inh: -28.3%; CCT modulator: -0.8; A549 tox: -8.6%; MmCpn inh: -4.4%; Nrf2 ARE act: 3.8%

How did COc1ccc(/C=C/CN2CCC(C(=O)NC(c3ccc(F)cc3)c3ccc4ccccc4n3)CC2)cc1 (stereo unspecified) do in these assays?
HepG2 tox: -86.8%; Akt phos inh: inactive; TGFb inhibitor: inconclusive; ATXN viability: 35.5µM*; CCT modulator: -1.6; Nrf2 ARE act: -2.9%

What do the screens show for `O=C(CCn1c(=O)c2ccccc2n(CC(=O)NCCC2=CCCCC2)c1=O)NCc1ccco1`?
HepG2 tox: 16.3%; Akt phos inh: inactive; TGFb inhibitor: inconclusive; ATXN viability: inactive; CCT modulator: -1.9; A549 tox: 1.6%; MmCpn inh: -3.3%; Nrf2 ARE act: 2.5%

What do the screens show for `CCOc1ccccc1NC(=O)c1ccc(OCC(=O)N2CCOCC2)c(OC)c1`?
HepG2 tox: 0.2%; Akt phos inh: inactive; TGFb inhibitor: 4.3%; ATXN viability: inactive; Nrf2 inh: -14.5%; CCT modulator: -1.0; A549 tox: 11.4%; MmCpn inh: 0.3%; Nrf2 ARE act: -0.8%

What do the screens show for `Cc1c(C(=O)NC(Cc2ccccc2)c2nc3ccccc3[nH]2)cccc1[N+](=O)[O-]` (stereo unspecified)?
HepG2 tox: -21.1%; Akt phos inh: inactive; TGFb inhibitor: -9.0%; ATXN viability: inactive; Nrf2 inh: 0.4%; CCT modulator: -0.8; A549 tox: -17.3%; MmCpn inh: -2.5%; Nrf2 ARE act: 2.8%

What do the screens show for `CC(C)[C@H](NC(=O)N1CCn2c1nc1ccccc12)C(=O)NCc1ccc2c(c1)OCO2`?
HepG2 tox: -0.9%; Akt phos inh: inactive; TGFb inhibitor: 4.3%; ATXN viability: inactive; Nrf2 inh: 26.1%; CCT modulator: -2.4; A549 tox: -1.3%; MmCpn inh: 0.9%; Nrf2 ARE act: 0.3%

What do the screens show for `Cc1c(-c2cccc(NC(=O)c3ccco3)c2)nc2ncccn12`?
HepG2 tox: 18.0%; Akt phos inh: inactive; TGFb inhibitor: -0.5%; Nrf2 inh: -16.0%; CCT modulator: -1.7; A549 tox: 3.8%; MmCpn inh: -8.8%; Nrf2 ARE act: 3.7%

What do the screens show for `O=C(NCc1ccco1)c1noc2c1CCCCC2`?
HepG2 tox: 8.7%; Akt phos inh: inactive; TGFb inhibitor: 17.8%; ATXN viability: inactive; Nrf2 inh: 12.3%; CCT modulator: -0.4; A549 tox: -7.7%; MmCpn inh: -0.7%; Nrf2 ARE act: 3.9%

What do the screens show for `Cn1nnnc1SCC(=O)NC(=O)NCc1ccccc1`?
HepG2 tox: -1.3%; Akt phos inh: inactive; TGFb inhibitor: -4.8%; ATXN viability: inactive; Nrf2 inh: 5.4%; CCT modulator: -0.5; A549 tox: -4.8%; MmCpn inh: 1.9%; Nrf2 ARE act: -0.7%

Screening data as filed in PubChem.
